Assay outcomes as filed in PubChem.
AID inh = activation induced cytidine deaminase inhibition. Q9GZX7. AID deamination FRET fluorescence, UDG-coupled, 4 h. Potency, µM (doses to about 115 µM), for inactives: at the highest dose activity change, negative = inhibition, most hits filed as inhibitors. 0.32% of 91,000 active. AID 1347428; also: nearly all actives have a fitted effect of over 25% in size
Target sequence (Q9GZX7 whole entry, looked up): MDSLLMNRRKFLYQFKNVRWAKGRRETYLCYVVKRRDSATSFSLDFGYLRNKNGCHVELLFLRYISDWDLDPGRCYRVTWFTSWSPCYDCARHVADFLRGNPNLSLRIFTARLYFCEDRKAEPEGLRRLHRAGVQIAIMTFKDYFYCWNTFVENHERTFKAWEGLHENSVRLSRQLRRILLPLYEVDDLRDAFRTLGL
UDG counter = UDG inhibition counter-screen; AID 1347430; Potency, µM (series often up to 115 µM), without a hit: at the highest dose activity change, negative = inhibition, usual class: inhibitors; FRET deamination/UDG coupled assay, UDG read, 4 h; 0.14% of 91,000 active; also: nearly all actives have a fitted effect of over 65% in size
* marks the source's active call; other numbers are inactive results; ? = inconclusive; [ ] = remark or other dose. Calls follow the shape of the dose curve; as a rule, active = well fitted curve in the direction sought with a large enough effect; inconclusive = small, poorly fitted or top-dose-only effect, or another doubt; inactive = no such curve, though single readings can be large; an effect the other way counts as inactive or inconclusive. % is scaled to controls: 0 for no effect and ±100 for the full control effect; potency is read from the fitted curve at half-maximal effect.

SMILES	AID inh	UDG counter
CCN(c1ccccc1)c1nnc(NC(=O)Nc2cc(Cl)ccc2OC)s1	3%	-7%
COC(=O)c1cc(-c2ccc(C)o2)nc2ccccc12	11%	0%
CC(C)CN(CC(N)=O)CC(=O)N(C)C1(C#N)CCCCC1	12%	15%
COc1ccc(C(=O)Nc2cc(C(C)C)c(O)c(S(=O)(=O)c3ccc(Cl)cc3)c2C)cc1	18%	-1%
CCc1ccccc1NC(=O)c1ccc2c(Cl)c3c(nc2c1)CCC3	-22%	-6%
CCCn1cc(S(=O)(=O)c2ccc(C)c(C)c2)c(=O)c2cc(F)c(N3CCCCC3)cc21	-1%	-14%
COc1ccc(C(=O)N2CCC(c3ccncc3)CC2)cc1OC	4%	-1%
COc1ccccc1-c1nc(C#N)c(N2CCN(Cc3ccccc3)CC2)o1	?	-8%
Cc1ccc(CCNc2ncnc3onc(-c4ccc(F)cc4)c23)cc1	16%	0%
CC(C)c1ccc(CNC(=O)c2ccc(N3CCCC3)c(NC(=O)NCc3ccccc3)c2)cc1	?	-3%
Cc1nc(-c2ccc(S(=O)(=O)N(C)Cc3ccccc3)cc2)co1	-3%	-7%
C=CCNCc1ccccc1OCC	0%	-3%
Cc1cc(C)cc(NC(=O)Cc2c(C(=O)O)c(C)cn2C)c1	18%	-9%
Cc1ccc(-c2cnc(-c3ccccc3C(=O)OCC(=O)NCCC#N)o2)cc1	16%	-1%
N#C/C(=C\c1ccc(-c2ccc(Cl)cc2)o1)c1nc2ccccc2[nH]1	5%	-1%
COc1ccc(C2=Nc3ccccc3NC(c3cccs3)=N2)cc1	-4%	-5%
O=C(CSc1ccc2nc(-c3ccccc3)cn2n1)Nc1ccccc1C(F)(F)F	-19%	-3%
O=C(Nc1cccc(S(=O)(=O)N2CCCC2)c1)C1=COCCO1	0%	2%
COc1ccc(Cn2c(=O)c3oc4ccccc4c3n(Cc3ccc(F)cc3)c2=O)cc1	4%	3%[57.5 µM]
CCCCNC(=O)C(C#N)c1nc2ccccc2nc1N1CCN(C(=O)OCC)CC1 (stereo not given)	-14%	3%
Cc1ccc(-c2nnc(Nc3ccc(Cl)c(Cl)c3)c3ccccc23)cc1S(=O)(=O)N(C)C	-1%	-16%
COC(=O)N/N=C/C(C)=C/c1ccccc1	-10%	-3%
COc1ccc(-n2nc(C(=O)Nc3cc(C)ccn3)c3c4ccccc4n(C)c3c2=O)cc1Cl	1%	-2%
CCc1cccc(C)c1NC(=O)Nc1csc2c1CCCC2	-12%	-26%
Cc1ccccc1C(=O)NC(NC(=O)c1ccccc1C)c1ccc(Br)cc1	-4%	0%
COc1ccc2c(C)c(CC(=O)NCCc3ccccc3)c(=O)oc2c1OC	8%	-17%
COC(=O)C1=C(C)OC(N)=C(C#N)C1c1ccccc1C(F)(F)F (stereo not given)	-4%	-2%
O=C1c2ccccc2C(c2ccc(NC(=O)C(c3ccccc3)c3ccccc3)cc2)(c2ccc(NC(=O)C(c3ccccc3)c3ccccc3)cc2)c2ccccc21	2%	-7%
O=C1CCC/C(=N/NC(=O)c2cc(-c3ccncc3)nc3ccccc23)C1	7%	-7%
CCCN1CCN(CCCNC(=O)c2ccc3c(c2)sc2nc(-c4ccc(C)cc4)cn23)CC1	8%	1%[57.5 µM]
CN(C)CCNC(=O)c1ccc(-c2nn(C)c(=O)c3ccccc23)cc1	-29%	-16%
Cc1nc2nc(-c3ccccc3Cl)nn2c(C)c1CC(=O)N1CCCC1	-4%	-9%
CCOCCCNC(=O)C1CCN(c2cc(C)nc3c(-c4ccc(Cl)cc4)c(C)nn23)CC1	17%	-5%
COc1ccccc1CNC(=O)C(NS(=O)(=O)c1cccs1)C(C)C (stereo not given)	-6%	-14%
CCCNC(=O)CN(C)Cc1ncc(-c2ccccc2)o1	2%	6%
CC(C#N)CN(C)C(=O)CNC(=O)NCc1ccco1 (stereo not given)	0%	1%
Cc1ccc(-n2ncc(C(=O)NCCN3CCCC3)c2C2CCN(C(=O)OC(C)(C)C)CC2)cc1	?	76%[activator]
CC(C)Cc1nc2cccnc2n1C1CCN(S(=O)(=O)c2ccc(Cl)s2)CC1	?	-11%
CCn1cc(C(=O)NCc2ccc(C)cc2)c(=O)c2cc(S(=O)(=O)N3CCCCCC3)ccc21	?	-23%[57.5 µM]
CC(C)c1ccc(NC(=O)c2cc(S(=O)(=O)N3CCc4ccccc4C3)ccc2F)cc1	21%	2%
COc1ccc(NC(=O)c2nc(-c3ccc(C)cc3)n3c2CCCCC3)c(OC)c1	-10%	-1%
O=C(NCc1ccco1)c1ccc2c(c1)N(Cc1cccc(Cl)c1)C(=O)c1ccccc1S2(=O)=O	-1%	-13%[57.5 µM]
CCOC(=O)Cc1ccc(NC(=O)Nc2cccc(OCc3cc(=O)n4cc(C)ccc4n3)c2)cc1	10%	53%[activator]
CCCc1cc(=O)[nH]c(SCC(=O)N2CCN(c3ccccc3OC)CC2)n1	-23%	-8%
O=C(Nc1ccc(F)cc1F)Nc1ncc(Cl)cc1Cl	2%	4%
CCOC(=O)c1c(C)c(C(=O)NCc2ccc(Cl)cc2)c(C)n1C	166%[activator]	-3%
Cc1n[nH]c(=O)c2c(NC(=O)CSc3nnc(C4CC4)n3C3CC3)oc(C)c12	8%	7%
COc1ccc(-c2c(C)oc3cc(OCC(=O)OCc4ccccc4)ccc3c2=O)cc1OC	-23%	-11%
Cc1cccc(/C=C/c2nc3ccccc3c(=O)n2-c2ccc(C(=O)O)cc2)c1	-15%	5%
CC(C)(C)c1ccc(/C=N/Nc2ccc(S(N)(=O)=O)cc2[N+](=O)[O-])cc1	-10%	-3%
Additional compounds follow:
SMILES	AID inh	UDG counter
COc1ccc(CCN2C(=O)c3[nH]nc(-c4ccccc4O)c3C2c2ccc(O)c(OC)c2)cc1 (stereo not given)	0%	0%
O=C(NCCc1ccccc1)c1ccc(Nc2nc3ccccc3n3nnnc23)cc1	-7%	4%
CCOC(=O)c1noc2nc(C)n(Cc3cccc(C#N)c3)c(=O)c12	-5%	37%[activator]
CC(=O)N1CCC(N(C(=O)Nc2c(F)cccc2F)C(C)C)CC1	-11%	-3%
N#Cc1ccc(CN2CCCc3cc(F)cc(F)c32)cc1	-15%	-7%
CC(C)=CC(=O)Nc1ccc2c(c1)CCC2	-3%	-1%
CNC(=O)c1cccc(NC(=O)CC(C)(C(=O)O)c2ccccc2)c1 (stereo not given)	0%	-2%
CNC[C@H](O)c1cccc(O)c1	2%	-3%
Cc1ccc(-c2cc(C(=O)OCC(=O)NC34CC5CC(CC(C5)C3)C4)c3ccccc3n2)o1	1%	4%
Clc1ccccc1NN=C1c2ccccc2-c2ccccc21	-7%	-7%

Arranged by formula weight (high to low): 28 of the compounds above.
SMILES	AID inh	UDG counter
O=C(NCc1ccco1)c1ccc2c(c1)N(Cc1cccc(Cl)c1)C(=O)c1ccccc1S2(=O)=O	-1%	-13%[57.5 µM]
CCOC(=O)Cc1ccc(NC(=O)Nc2cccc(OCc3cc(=O)n4cc(C)ccc4n3)c2)cc1	10%	53%[activator]
CCn1cc(C(=O)NCc2ccc(C)cc2)c(=O)c2cc(S(=O)(=O)N3CCCCCC3)ccc21	?	-23%[57.5 µM]
CCCN1CCN(CCCNC(=O)c2ccc3c(c2)sc2nc(-c4ccc(C)cc4)cn23)CC1	8%	1%[57.5 µM]
COc1ccc(CCN2C(=O)c3[nH]nc(-c4ccccc4O)c3C2c2ccc(O)c(OC)c2)cc1 (stereo not given)	0%	0%
CCOCCCNC(=O)C1CCN(c2cc(C)nc3c(-c4ccc(Cl)cc4)c(C)nn23)CC1	17%	-5%
COc1ccc(-c2c(C)oc3cc(OCC(=O)OCc4ccccc4)ccc3c2=O)cc1OC	-23%	-11%
CC(C)c1ccc(NC(=O)c2cc(S(=O)(=O)N3CCc4ccccc4C3)ccc2F)cc1	21%	2%
Cc1ccc(-c2cc(C(=O)OCC(=O)NC34CC5CC(CC(C5)C3)C4)c3ccccc3n2)o1	1%	4%
CC(C)Cc1nc2cccnc2n1C1CCN(S(=O)(=O)c2ccc(Cl)s2)CC1	?	-11%
O=C(NCCc1ccccc1)c1ccc(Nc2nc3ccccc3n3nnnc23)cc1	-7%	4%
COc1ccc(NC(=O)c2nc(-c3ccc(C)cc3)n3c2CCCCC3)c(OC)c1	-10%	-1%
CCCc1cc(=O)[nH]c(SCC(=O)N2CCN(c3ccccc3OC)CC2)n1	-23%	-8%
Cc1n[nH]c(=O)c2c(NC(=O)CSc3nnc(C4CC4)n3C3CC3)oc(C)c12	8%	7%
COc1ccccc1CNC(=O)C(NS(=O)(=O)c1cccs1)C(C)C (stereo not given)	-6%	-14%
Cc1cccc(/C=C/c2nc3ccccc3c(=O)n2-c2ccc(C(=O)O)cc2)c1	-15%	5%
Cc1nc2nc(-c3ccccc3Cl)nn2c(C)c1CC(=O)N1CCCC1	-4%	-9%
CN(C)CCNC(=O)c1ccc(-c2nn(C)c(=O)c3ccccc23)cc1	-29%	-16%
CCOC(=O)c1c(C)c(C(=O)NCc2ccc(Cl)cc2)c(C)n1C	166%[activator]	-3%
CNC(=O)c1cccc(NC(=O)CC(C)(C(=O)O)c2ccccc2)c1 (stereo not given)	0%	-2%
CC(=O)N1CCC(N(C(=O)Nc2c(F)cccc2F)C(C)C)CC1	-11%	-3%
CCOC(=O)c1noc2nc(C)n(Cc3cccc(C#N)c3)c(=O)c12	-5%	37%[activator]
O=C(Nc1ccc(F)cc1F)Nc1ncc(Cl)cc1Cl	2%	4%
Clc1ccccc1NN=C1c2ccccc2-c2ccccc21	-7%	-7%
CCCNC(=O)CN(C)Cc1ncc(-c2ccccc2)o1	2%	6%
N#Cc1ccc(CN2CCCc3cc(F)cc(F)c32)cc1	-15%	-7%
CC(C#N)CN(C)C(=O)CNC(=O)NCc1ccco1 (stereo not given)	0%	1%
CC(C)=CC(=O)Nc1ccc2c(c1)CCC2	-3%	-1%

(cont.)
SMILES	AID inh	UDG counter
Cc1cc(O)c(C(c2ccccc2)N2CCCCC2)c(=O)n1Cc1ccco1 (stereo not given)	-6%	22%
COc1ccc(Br)cc1CN(C)C(=O)c1cc(Cl)c2c(c1)OCCO2	?	-19%
COc1cccc(OCCNC(=O)c2ccc3[nH]c(C)c(C)c3c2)c1	-1%	-4%
Cc1cccc(C)c1OCC(O)Cn1cnc2c(cnn2-c2ccc(F)cc2)c1=O (stereo not given)	-7%	-4%
Brc1ccccc1CSc1nnc(-c2cccnc2)o1	4%	10%
CCN(CC1CCOC1)C(=O)C=C(C)C (stereo not given)	-2%	0%
CC(=O)Nc1cccc(C(C)NC(=O)C=C2CCCC2)c1 (stereo not given)	0%	1%
COc1cc(OC)c(C2=CCN(C(=O)C(C)Oc3ccc(Br)cc3)CC2)c(OC)c1 (stereo not given)	-15%	-9%
CCOC(=O)c1sc2ncn(CC(=O)Nc3ccc(OC)c(Cl)c3)c(=O)c2c1C	8%	-10%
CCCCCCCCCCCCS(=O)CC(Cl)CO (stereo not given)	-16%	-5%
Cc1nc2cccnc2n1-c1cccc(C(=O)NCCN(C)C)c1	9%	-11%
CCSc1nc2n(n1)C(c1ccc(Cl)cc1Cl)C(C(=O)Nc1ccccc1C)=C(C)N2 (stereo not given)	-8%	-12%[57.5 µM]
CCC1=C(c2ccc(C)cc2)S(=O)(=O)N=C1N1CCC(C(=O)NCCc2cccc(OC)c2)CC1	-18%	6%
CC(C)c1noc(CN2CCC(NC(=O)c3cnn(C)c3)CC2)n1	13%	10%
O=C(O)/C=C/c1cccc(NS(=O)(=O)/C=C/c2ccccc2)c1	-3%	-3%
Cc1nc2ncnn2c(C)c1CCC(=O)N1CCN(c2ccccc2)CC1	1%	-1%
COc1ccc(N2CC(NC(=O)c3ccc4c(c3)OCO4)CC2=O)cc1OC (stereo not given)	27%	10%
CC(=O)c1cccc(NS(=O)(=O)c2cc3c(cc2C)n(C)c(=O)c(=O)n3C)c1	6%	4%[57.5 µM]
COc1ccc(OC)c(CNCc2c(C(=O)O)n(Cc3cccc(F)c3)c3cc(OC)ccc23)c1	-15%	-11%[57.5 µM]
CCS(=O)(=O)c1nc(-c2ccc(F)cc2)cc(C(F)(F)F)n1	-10%	1%
CC1(C)CC(=O)C2=C(C1)NC1=C(C(=O)c3ccccc31)C2c1ccc(C(F)(F)F)cc1 (stereo not given)	-26%	5%
Cc1ccc(C(=O)Cn2c(Cl)nc3c2c(=O)n(C)c(=O)n3C)c(C)c1	-4%	-4%
CC(C)Nc1nc(-c2ccc(S(=O)(=O)N3CCCCCC3)cc2)cs1	-13%	-1%
O=C(O)c1ccc2c(c1)OCCOCCOCCO2	-4%	-2%
CCCCNC(=O)CSc1c2c(nc3cc(Cl)ccc13)CCCC2	-18%	1%
CC(C)NC(=O)c1ccccc1C(=O)c1ccc(F)cc1	3%	-6%
S=c1[nH]c2cc(-c3ccccc3)ccc2s1	-10%	5%
Cc1ccc2cc(C(=O)NCc3ccc(N4CCCC4)nc3)c(C)nc2c1	-9%	-10%

Reformatted: entries from further up.
Values in the order – AID inh | UDG counter
> O=C(O)c1ccc2c(c1)OCCOCCOCCO2
    -4% | -2%
> CCCCNC(=O)CSc1c2c(nc3cc(Cl)ccc13)CCCC2
    -18% | 1%
> CC(C)NC(=O)c1ccccc1C(=O)c1ccc(F)cc1
    3% | -6%

Not all compounds are listed; count on the stated rates, not on these rows.
